# High-throughput results as filed in PubChem.
# IMPase Li inh = qHTS Assay for Identifying the Cell-Membrane Permeable IMPase Inhibitors: Potentiation with Lithium | CHO-M1 cells, IP1 TR-FRET (IP-One), carbachol + lithium | Potency, µM (doses to about 59.4 µM), for the others: at the top dose activity, negative = IMPase inhibition, hits mostly inhibitors | hit rate 0.35% among 210,000;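 note: IP1 builds up when IMPase is blocked and the TR-FRET signal falls; potency is the fitted concentration of half-maximal effect; plate controls were basal vehicle for no effect and high inhibitor control for full effect; nearly all actives have a fitted effect of over 50% in size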
#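 Test compounds were applied to CHO-M1 cells previously cultured for 16–30 h at 2000 per well. A small lithium amount accompanied them; after 30 min at 37C, IP1 was quantified by TR-FRET.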
# CBFb RUNX1 block = qHTS Assay for Compounds Blocking the Interaction Between CBF-beta and RUNX1 for the Treatment of Acute Myeloid Leukemia; AlphaScreen CBFb-His/RUNX1-biotin binding, biochemical; AID 1477, 2009; Runt-related transcription factor 1 (Homo sapiens) + Core-binding factor subunit beta …; Potency, µM (doses to about 59.8 µM), for inactives: at the top dose activity, negative = inhibition, usual class: inhibitors; 230,000 tested, under 10 active; note: % of control where 0% means no effect
# Target sequence (Q01196 whole entry, looked up): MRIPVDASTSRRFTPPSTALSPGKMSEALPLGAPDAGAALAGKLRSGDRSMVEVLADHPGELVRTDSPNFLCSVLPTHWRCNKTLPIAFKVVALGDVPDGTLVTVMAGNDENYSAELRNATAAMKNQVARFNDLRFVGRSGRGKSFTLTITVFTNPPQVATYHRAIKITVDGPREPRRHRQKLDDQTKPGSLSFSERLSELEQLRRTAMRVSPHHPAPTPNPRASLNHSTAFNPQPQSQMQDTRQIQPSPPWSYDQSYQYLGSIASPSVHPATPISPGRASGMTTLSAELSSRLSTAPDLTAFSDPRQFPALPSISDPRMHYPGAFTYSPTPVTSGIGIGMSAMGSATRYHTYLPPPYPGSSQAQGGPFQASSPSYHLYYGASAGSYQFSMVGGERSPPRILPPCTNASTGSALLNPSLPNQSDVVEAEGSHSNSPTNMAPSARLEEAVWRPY
# Target sequence (Q13951 whole entry, looked up): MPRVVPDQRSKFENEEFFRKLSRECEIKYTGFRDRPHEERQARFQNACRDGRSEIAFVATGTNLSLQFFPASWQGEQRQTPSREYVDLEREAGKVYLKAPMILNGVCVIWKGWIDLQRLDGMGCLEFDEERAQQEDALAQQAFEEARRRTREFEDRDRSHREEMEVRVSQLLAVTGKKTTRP
#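 Room-temperature protein-protein interaction test with 30 nM each of His-tagged CBF-beta and biotinylated RUNX1, 15 min with compound, then 90 min with nickel plus streptavidin beads. Signal read in AlphaScreen mode.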
# HttQ103 aggreg = qHTS Multiplex Assay to Identify Dual Action Probes in a Cell Model of Huntington: Aggregate Formation (GFP) | Potency, µM (top dose mostly 46.1 µM), for the others: at the top dose activity change, negative = inhibition, most hits filed as inhibitors | PC12 HttQ103-GFP aggregates, Acumen cytometry, 40 h | hit rate 1.1% among 220,000; note: potency is the fitted concentration of half-maximal effect; % is set by controls: 0 for no effect and ±100 for the full control effect; nearly all actives have a fitted effect of over 60% in size
#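 PC12 cells stably carrying ecdysone-inducible HTT exon 1 Q103–GFP were induced with tebufenozide (100 nM final) and treated with library compounds in titration. GFP aggregates in lysates were counted by laser scanning cytometry.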
# SMN2 splice up = qHTS Assay for Enhancers of SMN2 Splice Variant Expression; AID 1458, 2008; HEK293 SMN2-luciferase splicing reporter, luminescence, 30-36 h; hit rate 2.8% among 210,000; Potency, µM (series often up to 46.1 µM), for inactives: at the highest dose activity change, positive = activation, hits mostly activators; note: potency is the fitted concentration of half-maximal effect; % of control where 0% means no effect; nearly all actives have a fitted effect of over 55% in size
#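 HEK293 cells carry an SMN2 minigene-luciferase reporter in which exon 7 inclusion puts luciferase in frame. Cells were seeded at 2000 cells/well, attached for 10-12 hours, then exposed to compounds for 30-36 hours at 37C before ONE-Glo luminescence.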
# Lamin A splicing = qHTS Assay for Modulators of Lamin A Splicing; HeLa LMNA splicing GFP/RFP minigene ratio, 48 h; Potency, µM (titrated, usually from 46.1 µM), inactives show at the highest dose ratio change, negative = inhibition, actives largely listed as inhibitors; hit rate 0.01% among 200,000; AID 1487, 2009; active = well fitted inhibition curve with a large enough effect in the signal ratio, with a control signal flat, not every such curve was filed as active; inconclusive = small, poorly fitted or top-dose-only effect, or effect the other way, or a change in a side signal; the % refers to the signal ratio; note: potency is the fitted concentration of half-maximal effect; % is set by controls: 0 for no effect and ±100 for the full control effect
#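 S3 HeLa stable clones carrying a lamin A-EGFP splicing minigene plus DsRed2 were seeded at 600 cells/well in Opti-MEM with 2% FBS, pin-dosed and incubated 48 h at 37°C. Acumen cytometry (488 nm) gave the GFP/RFP total-intensity ratio.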
# KinaseGlo FLuc = Counterscreen for Luciferase (Kinase-Glo TM) Inhibition; Luciferin 4-monooxygenase (Photuris pensylvanica), Q27757; Kinase-Glo luciferase, ATP luminescence, 8 min; Potency, µM (series often up to 38.3 µM), for inactives: at the highest dose activity change, negative = inhibition, hits mostly inhibitors; hit rate 0.28% among 200,000; note: potency is the fitted concentration of half-maximal effect; % is set by controls: 0 for no effect and ±100 for the full control effect; nearly all actives have a fitted effect of over 60% in size
#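 Kinase-Glo luciferase light output from ATP and luciferin was measured with 10 uM ATP, within the enzyme's linear range. Buffer: 50 mM imidazole pH 7.2, 50 mM KCl, 7 mM MgCl2, 0.01% Tween 20, 0.05% BSA; luminescence read after 8 min at ambient temperature.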
# HTT cytoprotect = qHTS Multiplex Assay to Identify Dual Action Probes in a Cell Model of Huntington: Cytoprotection (ATP) | PC12 HTT-Q103 induced, cytoprotection, ATP luminescence, 40 h | Potency, µM (highest dose often 56.4 µM), without a hit: cytoprotection (ATP increase), actives largely listed as activators | hit rate 0.14% among 230,000;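 note: potency is the fitted concentration of half-maximal effect; % of control where 0% means no effect; nearly all actives have a fitted effect of over 45% in size; toxic huntingtin expression switched on by the ecdysone agonist tebufenozide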
#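 PC12 cells with ecdysone-inducible HTT exon 1 Q103-GFP, induced with 100 nM tebufenozide and co-treated with library compounds in a dose series (1536-well, 1500 cells/well). Cytoprotection read as ATP content by ATPlite luminescence.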
# The depositor's hits bear a star; ? = inconclusive; · = no result given; [ ] = another dose, or the depositor's remark. Unless noted, calls come from the whole dose curve; as a rule, active = well fitted curve in the direction sought with a large enough effect; inconclusive = small, poorly fitted or top-dose-only effect, or another doubt; inactive = no such curve, though single readings can be large; an effect the other way counts as inactive or inconclusive.
# The line under a structure holds: IMPase Li inh | HttQ103 aggreg | HTT cytoprotect | SMN2 splice up | KinaseGlo FLuc | Lamin A splicing | CBFb RUNX1 block
CCOc1ccc2nc(SC3CC(=O)N(c4ccc(OC)cc4OC)C3=O)sc2c1 (stereo not given)
    13% | · | · | ? | -5% | · | -8%
CC(C)CCNC(=O)CCCn1c(=O)[nH]c2ccc(Br)cc2c1=O
    -26%[38.3 µM] | ? | -30% | 28% | -5% | 4% | 11%
CCOC(=O)C1CCc2nc3ccccc3c(=O)n21 (stereo not given)
    10%[38.3 µM] | 2% | -7% | -1% | -2% | 2% | 2%
c1ccc(-c2cc(N3CCCCC3)nc(-c3ccccc3)n2)cc1
    9% | 7% | 19%[10 µM] | -18% | 2% | -9% | 3%
CCN(CC)S(=O)(=O)c1ccc(OC)c(NC(=O)COc2ccc3c(C)cc(=O)oc3c2)c1
    6.3µM* | -14% | -5%[10 µM] | -9% | 1% | -6% | -2%
Cc1cc(S(=O)(=O)NC2CCCCC2)ccc1-n1cnnn1
    6% | -3%[9.22 µM] | -12%[10 µM] | · | 5% | -4%[46 µM] | -9%
CCN=c1scc(C)n1/N=C/c1cc(Br)c(O)c(OC)c1
    14% | -9% | -75%[inhibitor] | ? | -2% | ? | -25%
O=C(c1oc(=O)c2ccccc2c1-c1ccccc1)N1CCC(O)CC1
    -2%[38.3 µM] | 10% | -11% | 2% | 1% | 4% | 3%
O=C(c1cccs1)N1CCc2ccccc21
    16%[38.3 µM] | 4% | -20% | 14µM* | -15% | 23% | 1%
COc1cc(NC(=O)C/C(C)=N/NC(=O)Cc2ccc(Cl)cc2)c(OC)cc1Cl
    4% | 32% | · | -14% | 1% | -2% | -12%
O=C(Nc1ccc(Nc2ccccc2)cc1)c1ccco1
    11%[38.3 µM] | 1% | -94%[inhibitor][0.074 µM] | 13µM* | 0% | 1% | -13%
Cc1ccc(C)c(-n2c(SCC(=O)N3CCCC3)nnc2-c2ccccn2)c1
    4%[38.3 µM] | 4% | 3%[10 µM] | -12% | 10% | 7% | -11%
O=C(O)c1ccccc1C(=O)Nc1ccc(Oc2ccccc2)cc1
    · | 12%[9.22 µM] | -8%[10 µM] | · | · | ? | -5%
C/C(=C\CNc1ncnc2nc[nH]c12)CO
    10% | · | -3%[1.9 µM] | · | 1% | · | 1%[21.7 µM]
CCCCc1ccc(NC(=O)COc2ccc(C(=O)Nc3ccccc3OCC)cc2)cc1
    -1% | -6% | · | 8% | 0% | 18% | 3%
CC(=O)Nc1c(C(=O)O)oc2ccc(Cl)cc12
    5%[38.3 µM] | -7% | 3%[10 µM] | 3% | 1% | ? | 3%
COC(=O)c1ccccc1N/C=C1\CCc2c(c(C)nn2-c2ccccn2)C1=O
    6%[38.3 µM] | 21% | -47%[inhibitor] | -19% | -3% | 8% | 1%
CCOC(=O)C1=C(N)Oc2c(c(=O)[nH]c3ccccc23)C1c1ccccc1 (stereo not given)
    34%[38.3 µM] | ? | -28% | -4% | 20% | 2% | -3%
O=C(N/N=C/c1ccc(OC2CSC2)cc1)c1ccc(CN2CCOCC2)cc1
    10% | 22% | -30% | -29% | -2% | -5%[46 µM] | 6%
O=C(COc1ccc(/C=N/NS(=O)(=O)c2ccccc2)cc1)NCc1ccccc1
    12%[38.3 µM] | ? | -8% | -6% | -2% | -8% | 2%
O=C(CCCSc1nc2ccccc2[nH]1)Nc1ccccc1
    25% | 3% | -8%[10 µM] | -34%[inhibitor] | -1% | -19% | -12%
CCCCNC(=O)CSc1nc(N)c(C(=O)Nc2ccc(OC)cc2)s1
    · | 5%[9.22 µM] | 11%[10 µM] | · | · | · | 5%
COc1cccc(-c2cn3nc4c(nc3n2)CCCC4)c1
    -9%[38.3 µM] | 3% | -154%[inhibitor][0.074 µM] | 1.6µM* | 10µM* | 6% | -8%
O=C(N/N=C/c1ccc(O)c([N+](=O)[O-])c1)C1CC1(c1ccccc1)c1ccccc1 (stereo not given)
    4% | 32%[9.22 µM] | 16%[10 µM] | · | 1% | 4%[46 µM] | -16%
COc1cnc(-c2ccccc2)nc1Oc1cccc(C)c1C
    7%[38.3 µM] | -12% | 9% | -16% | 1% | 5% | 10%
CCOC(=O)c1ccc(-n2c(C)nc3ccccc3c2=O)cc1
    5%[38.3 µM] | -28% | -12% | 0% | 1% | 0% | 4%
NC(=O)c1ccc(Br)c(S(=O)(=O)N2CCCCC2)c1
    18%[38.3 µM] | 5% | -2%[10 µM] | ? | 0% | -1% | 5%
COc1ccc(C(=O)Nc2nc(C)cs2)cc1S(=O)(=O)N1CCCC1
    -1% | 26% | -1% | 0% | 1% | -9%[46 µM] | -1%
O=C(CN1C(=O)c2cccc3cccc(c23)C1=O)N1CCN(c2ccccn2)CC1
    -4% | 31% | 4%[10 µM] | 8% | -2% | 5% | -2%
CN1CCN(Cc2nc3c(c(=O)n(C)c(=O)n3C)n2CCCc2ccccc2)CC1
    -2%[38.3 µM] | -5% | -3%[10 µM] | 7% | -3% | 6% | -3%

# Some of these compounds in order of SMILES length, lowest first:
# The line under a structure holds: IMPase Li inh | HttQ103 aggreg | HTT cytoprotect | SMN2 splice up | KinaseGlo FLuc | Lamin A splicing | CBFb RUNX1 block
COc1cccc(-c2cn3nc4c(nc3n2)CCCC4)c1
    -9%[38.3 µM] | 3% | -154%[inhibitor][0.074 µM] | 1.6µM* | 10µM* | 6% | -8%
COC(=O)c1ccccc1N/C=C1\CCc2c(c(C)nn2-c2ccccn2)C1=O
    6%[38.3 µM] | 21% | -47%[inhibitor] | -19% | -3% | 8% | 1%
CN1CCN(Cc2nc3c(c(=O)n(C)c(=O)n3C)n2CCCc2ccccc2)CC1
    -2%[38.3 µM] | -5% | -3%[10 µM] | 7% | -3% | 6% | -3%
O=C(CN1C(=O)c2cccc3cccc(c23)C1=O)N1CCN(c2ccccn2)CC1
    -4% | 31% | 4%[10 µM] | 8% | -2% | 5% | -2%

# Carrying on.
# The line under a structure holds: IMPase Li inh | HttQ103 aggreg | HTT cytoprotect | SMN2 splice up | KinaseGlo FLuc | Lamin A splicing | CBFb RUNX1 block
OCc1cc2c(cn1)[nH]c1ccccc12
    -14% | · | -12% | -10% | · | · | -2%
COc1ccc(C(=O)n2c(C)c(CCO)c(=O)n2C)cc1
    5% | -4% | -55%[inhibitor] | 4% | 4% | ? | 4%
NS(=O)(=O)c1ccc(NC(=O)c2ccc(-c3ccccc3)cc2)cc1
    8.9µM* | 18% | -2%[10 µM] | 17% | 3% | -14%[46 µM] | -21%
Cc1ccc(OCC(=O)c2c(O)c3ccccc3oc2=O)cc1C
    -2%[38.3 µM] | -1% | -5% | 6% | 5% | -2% | -2%
CC(NC(=O)C1CCC1)c1ccc(Cl)cc1 (stereo not given)
    17%[38.3 µM] | 3% | -4%[0.074 µM] | ? | 2% | 15% | 15%
CCOc1ccc(NC(=S)NC23CN4CN(CN(C4)C2)C3)cc1
    0% | 10% | -30% | 12% | 3% | · | -16%
O=C1N(Cc2cccnc2)C[C@@H]2C[C@@H](c3ccc(C(F)(F)F)cc3)N3CCC[C@@]123
    19% | 2% | -19% | · | 6% | · | 7%
COc1ccc(-c2nnc(SCC(=O)N3CCN(c4ccccc4)CC3)o2)cc1OC
    -12% | -3% | -3% | -7% | 0% | -2% | -3%[2.36 µM]
O=C(Oc1ccc2ccccc2c1)c1cncc(Br)c1
    7%[38.3 µM] | -15% | -3% | 3% | -1% | -4% | -4%
COc1ccc(CNc2ccnc(-c3ccccc3CN(C)C)n2)c(OC)c1
    14% | · | -14% | · | · | ? | ·
COCCOC(=O)C1=C(N)Oc2c(oc(CO)cc2=O)C1c1c(F)cccc1Cl (stereo not given)
    -4%[38.3 µM] | 26% | -24% | -2% | -1% | 6% | -1%
O=C(C1CC1)N1CCN=C1SCc1ccc(F)cc1
    -2%[38.3 µM] | 3% | 1% | -18% | 17% | -11% | -2%
CC(C)NC(=O)CN1CCN(c2ncccn2)CC1
    -15%[38.3 µM] | -3% | -13% | ? | 1% | 2% | 6%
CCOC(=O)c1c(NC(=O)CSc2nnc(-c3ccccc3C)n2C)sc(C(C)=O)c1C
    43%[38.3 µM] | -16% | -9% | -13% | -3% | -15% | -3%
CCN(CC)C1=N/C(=C\c2ccc(OC)cc2)C(=O)N1c1ccccc1
    7% | -2% | · | ? | -5% | ? | ?
O=C(O)C(C(=O)O)=C1C2CC3CC(C2)CC1C3
    · | -4%[9.22 µM] | 12%[10 µM] | · | · | · | 8%
COc1cccc(-c2csc(N3CCN(Cc4ccccc4)CC3)n2)c1
    -8%[38.3 µM] | 4% | 13%[10 µM] | 3% | -1% | ? | -7%
COc1ccc(CN2C(=O)/C(=C/c3ccncc3)SC2=S)cc1
    14% | ? | -10%[10 µM] | -22% | 2% | ? | -14%
COc1cc2ccccc2cc1C(=O)Nc1cccnc1
    22%[38.3 µM] | 31% | -20% | 13µM* | 1% | 4% | 12%
N#C/C(=C\c1ccc(O)c(O)c1)S(=O)(=O)c1ccccc1
    26%[38.3 µM] | -14% | 5%[1.9 µM] | ? | -4% | -3% | ?
O=C(/C=C\C=C/c1ccc2c(c1)OCO2)N1CCCCC1
    4% | · | -38%[inhibitor][40.3 µM] | ? | -8%[17.1 µM] | ? | -8%[21.7 µM]
CCc1ccccc1NC(=O)c1ccc(-n2c(C)ccc2C)cc1
    -2%[38.3 µM] | 12% | -14% | 11% | -1% | ? | -2%
O=C(COC(=O)CSc1ccc2ccccc2c1)NC1CC1
    · | 9% | -10%[10 µM] | · | · | -8% | 6%
Cc1ccc(S(=O)(=O)CCSc2nc(C)cc(C)c2C#N)cc1
    41%[activator][38.3 µM] | -21% | 11% | -14% | 1% | -9% | 16%
